Screens as filed in PubChem.
Tn6 DDE FP: disrupts Tn6 cyclic peptide binding to fibrin D-Dimer-E complex. P02675. Fibrin DD(E) TRITC-Tn6 fluorescence polarization displacement. inhibition, % at 8.3 µM. 0.21% of 370,000 active. AID 720509;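 active = inhibition above a per-campaign cutoff: mean of compounds within control limits plus 3 SD, cut at about 15% in these data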;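 note: 0% = median of all compound wells on the plate and 100% = blocking peptide control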
TDP2 absorb: blocks human TDP2 phosphodiesterase activity. O95551. recombinant TDP2, T5PNP hydrolysis, p-nitrophenol absorbance 415 nm. inhibition, % at 12.8 µM. 0.34% of 370,000 active. AID 720702;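 active = inhibition above the mean of all tested compounds plus 3 SD, set per campaign, cut at about 25% in these data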;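 note: 0% = DMSO with enzyme and 100% = buffer with substrate but no TDP2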
Target sequence (O95551 whole entry, looked up): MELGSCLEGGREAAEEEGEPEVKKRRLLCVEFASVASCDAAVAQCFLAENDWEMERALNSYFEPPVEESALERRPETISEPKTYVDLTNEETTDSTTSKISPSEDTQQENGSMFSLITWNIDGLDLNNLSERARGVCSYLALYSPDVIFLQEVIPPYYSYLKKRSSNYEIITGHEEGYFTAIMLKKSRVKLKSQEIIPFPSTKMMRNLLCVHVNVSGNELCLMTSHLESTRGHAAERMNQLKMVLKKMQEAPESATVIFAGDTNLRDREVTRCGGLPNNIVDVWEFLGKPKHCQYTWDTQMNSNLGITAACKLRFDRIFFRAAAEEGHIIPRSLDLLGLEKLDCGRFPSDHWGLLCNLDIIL
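System – recombinant human TDP2 · Amount – 120 nM TDP2 per well · Buffer or medium – Mg2+-containing Tris-HCl buffer, pH 7.5 · Reagent – T5PNP substrate, 5 mM · Dosing – 12.8 µM single point, 1% DMSO · Incubation – 2 h at 37 °C · Measured by – epi absorbance · Read-out basis – percent inhibition · Benchmarks – high control without enzyme, low control DMSO plus TDP2 · Repeats – singlicate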
KLK7 zymogen act: activates the human kallikrein-7 zymogen; P49862; purified proKLK7, EDANS-DABCYL substrate fluorescence; 100% is mature enzyme control, 0% vehicle; activation, % at 7 µM; 0.9% of 370,000 active; AID 652039;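 active = activation above the mean of all tested compounds plus 3 SD, computed per campaign excluding outliers beyond control limits, cut at about 13% in these data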
Target sequence (P49862 whole entry, looked up): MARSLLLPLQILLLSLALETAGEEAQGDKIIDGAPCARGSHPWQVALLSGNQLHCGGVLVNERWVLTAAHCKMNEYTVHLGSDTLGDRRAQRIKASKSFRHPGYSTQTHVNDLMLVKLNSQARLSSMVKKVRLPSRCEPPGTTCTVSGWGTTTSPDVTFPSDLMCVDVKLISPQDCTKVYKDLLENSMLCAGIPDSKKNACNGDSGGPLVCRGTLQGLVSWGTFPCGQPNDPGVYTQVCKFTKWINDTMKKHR
LEDGF integ inh: blocks HIV-1 LEDGF/p75-dependent DNA integration; AID 743269; TR-FRET IN-LEDGF/p75 DNA integration, Eu/Cy5; inhibition, % at 3.7 µM; 0.64% of 370,000 active;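 active = inhibition above the screen-wide mean plus 3 SD, cut at about 13% in these data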;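 note: signal is the Cy5 over europium emission ratio at 671 and 618 nm; 0% = plate median of compound wells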
SIAE inh: human SIAE inhibition, primary screen. 0.69% of 370,000 active. Q9HAT2. inhibition, % at 9.66 µM. SIAE FP-Rh probe binding, fluorescence polarization;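 active = inhibition above a cutoff: mean of compounds within the control limits plus 3 SD of those, cut at about 17% in these data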;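 note: 0% = plate median of compound wells and 100% = probe without SIAE protein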
TCR CD3 inh: human TCR-CD3 binding inhibition; TAMRA-labeled TCR probe fluorescence, biochemical; inhibition, % at 9.4 µM; 0.37% of 360,000 active; in the data active = inhibition above about 19%;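 note: recombinant mutant TCR 2C K166C tagged with TAMRA read by polarization; 0% = receptor in buffer alone and 100% = receptor with positive control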
UHRF1 binding: blocks human UHRF1 binding to methylated DNA. Q96T88. UHRF1 binding to methylated oligo, TR-FRET. inhibition, % at 4.4 µM. 0.75% of 370,000 active. AID 687016; in the data active = inhibition above about 21%;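 note: UHRF1 SRA domain binding a hemimethylated CpG hairpin DNA probe; 0% = median of test compound wells and 100% = reference inhibitor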
PRMT1 FP inh: inhibitors of human PRMT1; Q99873; recombinant PRMT1, activity-based probe fluorescence polarization; inhibition, % at 2.79 µM; 1.3% of 370,000 active; AID 652257;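 active = inhibition above about 21% made by adding two undisclosed values, limit read from the data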
Target sequence (Q99873 whole entry, looked up): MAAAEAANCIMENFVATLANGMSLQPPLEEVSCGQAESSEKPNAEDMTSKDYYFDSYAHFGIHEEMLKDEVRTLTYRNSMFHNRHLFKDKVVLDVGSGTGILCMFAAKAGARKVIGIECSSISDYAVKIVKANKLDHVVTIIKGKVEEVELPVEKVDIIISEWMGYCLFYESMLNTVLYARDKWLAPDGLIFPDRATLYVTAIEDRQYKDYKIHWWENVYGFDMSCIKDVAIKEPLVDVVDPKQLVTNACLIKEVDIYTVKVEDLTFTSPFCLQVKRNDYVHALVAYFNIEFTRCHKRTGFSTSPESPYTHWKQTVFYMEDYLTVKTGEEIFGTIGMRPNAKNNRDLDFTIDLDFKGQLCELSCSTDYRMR
DDE Tn7 FP inh: disrupts Tn7 cyclic peptide binding to fibrin D-Dimer-E complex; P02675; FP displacement of FITC-Tn7 peptide from fibrin DD(E); 0% = median of compound wells per plate; inhibition, % at 8.3 µM; 0.13% of 370,000 active; AID 720508;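 active = inhibition above the mean of compounds falling within the control limits plus 3 SD of them, cut at about 14% in these data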;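 note: 0% = plate median of compound wells and 100% = 10 µM Aha-Tn7 peptide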
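Assay system: Human fibrin DD(E) protein | Medium: Tris buffer with calcium and detergent, pH 7.8 | Reagent: 0.1 µM fluorescent Tn7 | Compound dosing: Single point at 8.3 µM | Times: 10 min preincubation, 3 h with tracer, room temperature | Detection: Fluorescence polarization of the labelled Tn7 tracer | Controls: Aha-Tn7 high control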
MBD2 DNA inh: inhibitors of human MBD2 binding to methylated oligonucleotide. inhibition, % at 4.4 µM. AID 686964. TR-FRET. 0.31% of 370,000 active; in the data active = inhibition above about 13%
* hit, by the source's call; nt = not tested or not shown.

No.	Tn6 DDE FP	molecule	TDP2 absorb	KLK7 zymogen act	LEDGF integ inh	SIAE inh	TCR CD3 inh	UHRF1 binding	PRMT1 FP inh	DDE Tn7 FP inh	MBD2 DNA inh
1	3	CC(=O)Nc1cccc(C(=O)N/N=C/c2ccccc2F)c1	-12	0.1	-5	-1	1	9	3	2	4
2	4	CCOC(=O)N[C@H](C(=O)N1CCC[C@H]1C(=O)NCCc1ccccc1Cl)C1CCCCC1	-7	0.1	1	2	5	-3	-3	-4	-2
3	3	COc1cc(OC)c(NS(=O)(=O)c2ccc(Cl)c(C(=O)OC(C)C(=O)N3CCCC3)c2)cc1Cl (configuration not stated)	-3	0.0	-3	8	0	-3	-2	-4	2
4	-18	Cc1noc(NS(=O)(=O)c2ccc(NC(=O)/C=C/c3ccc(Br)cc3)cc2)c1C	-6	0.9	1	0	2	3	0	5	-6
5	-2	O=C(COC(=O)c1cccc(S(=O)(=O)N2CCCC2)c1)Nc1cccc(Br)c1	-1	-0.9	-1	0	3	-2	0	5	-5
6	-4	Cc1noc(C)c1NC(=O)N(C)C[C@H]1Oc2ccc(NC(=O)NC3CCCCC3)cc2C(=O)N([C@H](C)CO)C[C@@H]1C	-14	-0.4	1	-2	-6	5	1	1	1
7	1	FC(F)(F)c1nnc2ccc(NCc3ccccc3)nn12	-4	0.1	1	-4	-2	1	1	-6	0
8	-8	COc1ccccc1C1C2=C(N=c3s/c(=C/c4cccc(OCC(=O)O)c4)c(=O)n31)c1ccccc1CC2 (configuration not stated)	-7	-1.0	3	-20	11	-2	56*	1	3
9	-2	CCOC(=O)c1cn(-c2c(Cl)cccc2Cl)c2cc(Cl)c([N+](=O)[O-])cc2c1=O	3	-0.8	-2	2	4	1	1	-2	1
10	0	Cc1ccc(NC(=O)c2nc[nH]c2C(=O)N[C@@H](CCCCNC(=O)OC(C)(C)C)C(=O)OC(C)(C)C)cc1	-2	-2.2	2	-57	-6	2	1	3	4
11	-6	O=C(Nc1cccnc1)c1ccc(C(=O)Nc2cccnc2)cc1	-11	-1.0	7	-2	4	-2	-5	-7	-8
12	-10	CCc1nc2ccc(C(=O)Nc3ccc4c(c3)OCC(=O)N4)cn2c1N(CC)CCOC	1	-0.4	0	-4	-4	2	4	0	6
13	-6	Cc1nc(-c2ccccc2)sc1C1(C)CC(c2cccc([N+](=O)[O-])c2)=NO1 (configuration not stated)	3	0.6	0	-3	2	-4	2	1	5
14	10	Cc1ccc(C(=O)Nc2nnc(S(=O)(=O)N3CCC(C)CC3)s2)cc1	8	0.1	2	0	-1	-1	1	0	0
15	5	CCCCN(C)C(=O)CNc1nnnn1-c1ccccc1	-4	-0.7	-3	0	nt	0	-4	2	0
16	9	CCCC(C)NC(=O)c1nc(-c2ccccc2)n(-c2ccccc2)n1 (configuration not stated)	1	0.2	-4	0	4	-1	-3	-2	0
17	3	O=C(O)CCSc1nc(C(F)(F)F)cc(=O)n1-c1ccccc1	-2	-1.0	-3	-10	-5	0	2	-1	-4
18	3	O=C(Nc1cccc(F)c1)Nc1ccccn1	0	-0.1	1	-3	-1	-2	2	4	-4
19	4	CCCN1CCc2c(sc(NC(=O)c3ccc(S(=O)(=O)N4CCCC4)cc3)c2C(N)=O)C1	-7	-0.1	1	0	2	0	-1	-4	-3
20	-4	Cc1c(C(=O)O)oc2c(F)cccc12	-1	0.0	-3	4	-3	3	1	5	4
21	-5	NC(=O)CC(NC(=O)c1ccc(Br)cc1)c1ccc(NC2CCCCCC2)c([N+](=O)[O-])c1 (configuration not stated)	1	-0.2	3	-2	0	5	5	1	-3
22	-4	O=C(Nc1ccc2c(c1)OCO2)C1CC(c2c(F)cccc2Cl)=NO1 (configuration not stated)	8	-0.5	1	1	-2	1	-4	6	2
23	2	O=C(Nc1ccsn1)c1ccc(Cl)cc1Cl	1	0.7	-3	-6	-1	0	-2	3	-5
24	-3	CCOc1ccccc1NC(=O)C(=O)/C=C(\O)c1cc(OC)ccc1OC	-10	0.8	1	11	0	1	4	-1	-5
25	5	N#Cc1ccc(OCCN2C(=O)NC3(CCSC3)C2=O)cc1 (configuration not stated)	7	-0.2	-1	-2	0	0	0	-1	4
26	4	CC(=O)Oc1ccccc1-n1c(C)nc(=O)c(-c2ccccc2)c1C	3	0.6	2	-4	-2	0	1	-1	-1
27	-4	Cc1cc(OCC(=O)c2cccc(C(F)(F)F)c2)n2cnnc2n1	5	0.4	-3	-4	-4	-2	2	3	3
28	-3	CCOC(=O)c1c(NC(=O)c2cc(-c3ccc(Cl)s3)nc3ccccc23)sc(C(N)=O)c1C	2	0.0	3	4	6	-1	2	-6	4
29	4	Cn1c(C(=O)NCCN2CCN(c3ccccc3F)CC2)cc2c(=O)n(C)c3ccccc3c21	2	0.0	-2	-4	3	-2	-3	-1	1
30	2	Cc1ncc(CSCC(=O)Nc2cc(C(F)(F)F)ccc2Cl)c(CO)c1O	4	1.1	0	2	1	-2	-1	-2	-1
31	1	CCn1c(SCC(=O)c2ccc(Cl)cc2)nnc1-c1ccoc1C	-1	0.7	2	-3	-2	0	6	2	5
32	-1	COc1ccccc1N1CCN(Cc2ccc(Br)o2)CC1	-4	0.5	2	-6	2	-2	-1	2	3
33	-5	Clc1ccc(-c2cc3ccccc3[nH]2)cc1	-5	0.7	0	3	9	-1	0	-2	-4
34	1	Cn1cc(Cl)c(C(=O)NNC(=S)NCc2ccco2)n1	6	0.0	1	9	2	-1	2	-2	1
35	-4	CC(=O)Nc1c(C(=O)Nc2ccc3c(c2)OCO3)oc2ccccc12	-16	0.1	-6	3	-3	-1	1	-2	-2
36	-1	CCOC(=O)c1cnc(SCC(=O)Nc2ccc(NC(=O)CC)c(OC)c2)nc1N	0	0.1	2	-5	-3	5	1	6	6
37	-4	CC1(C(=O)NS(=O)(=O)c2ccccc2)CCN1C(=O)COc1ccc(Cl)cc1 (configuration not stated)	10	-0.4	-2	8	-2	2	-2	11	3
38	0	C/C(=N\OCc1ccccc1)c1c(O)cc(C(C)C)n(-c2ccccc2)c1=O	9	0.1	-6	9	-4	-4	-3	0	2
39	-8	COC(=O)c1cc(S(=O)(=O)C(C)C)c(S(C)=O)s1 (configuration not stated)	5	0.0	6	-6	1	6	6	2	8
40	-1	C/C(=N/NC(=O)C1COc2ccccc2O1)c1ccco1 (configuration not stated)	-3	0.0	-5	3	-4	1	3	-2	1

A draw from above in order of molar mass, largest number first.
No.	Tn6 DDE FP	molecule	TDP2 absorb	KLK7 zymogen act	LEDGF integ inh	SIAE inh	TCR CD3 inh	UHRF1 binding	PRMT1 FP inh	DDE Tn7 FP inh	MBD2 DNA inh
21	-5	NC(=O)CC(NC(=O)c1ccc(Br)cc1)c1ccc(NC2CCCCCC2)c([N+](=O)[O-])c1 (configuration not stated)	1	-0.2	3	-2	0	5	5	1	-3
28	-3	CCOC(=O)c1c(NC(=O)c2cc(-c3ccc(Cl)s3)nc3ccccc23)sc(C(N)=O)c1C	2	0.0	3	4	6	-1	2	-6	4
29	4	Cn1c(C(=O)NCCN2CCN(c3ccccc3F)CC2)cc2c(=O)n(C)c3ccccc3c21	2	0.0	-2	-4	3	-2	-3	-1	1
37	-4	CC1(C(=O)NS(=O)(=O)c2ccccc2)CCN1C(=O)COc1ccc(Cl)cc1 (configuration not stated)	10	-0.4	-2	8	-2	2	-2	11	3
30	2	Cc1ncc(CSCC(=O)Nc2cc(C(F)(F)F)ccc2Cl)c(CO)c1O	4	1.1	0	2	1	-2	-1	-2	-1
38	0	C/C(=N\OCc1ccccc1)c1c(O)cc(C(C)C)n(-c2ccccc2)c1=O	9	0.1	-6	9	-4	-4	-3	0	2
24	-3	CCOc1ccccc1NC(=O)C(=O)/C=C(\O)c1cc(OC)ccc1OC	-10	0.8	1	11	0	1	4	-1	-5
22	-4	O=C(Nc1ccc2c(c1)OCO2)C1CC(c2c(F)cccc2Cl)=NO1 (configuration not stated)	8	-0.5	1	1	-2	1	-4	6	2
31	1	CCn1c(SCC(=O)c2ccc(Cl)cc2)nnc1-c1ccoc1C	-1	0.7	2	-3	-2	0	6	2	5
32	-1	COc1ccccc1N1CCN(Cc2ccc(Br)o2)CC1	-4	0.5	2	-6	2	-2	-1	2	3
35	-4	CC(=O)Nc1c(C(=O)Nc2ccc3c(c2)OCO3)oc2ccccc12	-16	0.1	-6	3	-3	-1	1	-2	-2
26	4	CC(=O)Oc1ccccc1-n1c(C)nc(=O)c(-c2ccccc2)c1C	3	0.6	2	-4	-2	0	1	-1	-1
34	1	Cn1cc(Cl)c(C(=O)NNC(=S)NCc2ccco2)n1	6	0.0	1	9	2	-1	2	-2	1
23	2	O=C(Nc1ccsn1)c1ccc(Cl)cc1Cl	1	0.7	-3	-6	-1	0	-2	3	-5

Remaining list, next part:
No.	Tn6 DDE FP	molecule	TDP2 absorb	KLK7 zymogen act	LEDGF integ inh	SIAE inh	TCR CD3 inh	UHRF1 binding	PRMT1 FP inh	DDE Tn7 FP inh	MBD2 DNA inh
41	-5	O=C(COC(=O)c1cccc(S(=O)(=O)Nc2ccc(F)cc2)c1)NCCN1C(=O)CSC1=O	5	0.5	-1	-1	4	0	-3	6	2
42	1	CC(=O)Nc1c(N)c2ccccc2oc1=O	12	0.0	1	2	-5	-2	-3	1	2
43	-2	COc1ccc(/C=N/NC(=O)c2ccc(NC(=O)c3cccc([N+](=O)[O-])c3)cc2)c(OC)c1	9	0.0	-2	-4	2	0	0	3	-1
44	3	O=C(O)COc1ccc2oc3c(c2c1)CCCC3	-4	-0.2	5	1	-3	6	3	-3	0
45	2	O=c1[nH]c(C2CCN(S(=O)(=O)Cc3ccccc3)CC2)nc2c1nnn2Cc1ccccc1Cl	13	-0.6	-1	3	1	0	-2	-4	-1
46	7	CCN(CC)C(=O)c1cc(-c2ccc3c(c2)OCO3)on1	-17	-0.3	-2	-7	-11	2	1	2	-6
47	10	CCOc1ccc(S(=O)(=O)c2c[nH]c3ccc(C)cc3c2=O)cc1	10	0.0	0	-3	-1	-1	-2	-4	-1
48	1	CNc1ncnc2c1ncn2[C@H]1CN(CCc2ccccc2)C[C@@H](CO)O1	-9	-0.1	3	-3	1	1	-8	-11	-2
49	-6	CN(c1ccc(C(=O)NCc2ccccc2)cc1)S(C)(=O)=O	6	0.2	5	2	1	20	1	-5	-2
50	1	N=C(N)SCc1cccc2ccccc12	-4	0.1	1	3	3	-7	0	4	-5
51	-3	COc1cc(C2C(C(=O)c3ccco3)=C(O)C(=O)N2Cc2ccccc2)ccc1O (configuration not stated)	9	0.1	1	12	-12	-7	3	-2	4
52	3	CC(C)C(=O)NC(=S)/C=C1/N(C)c2ccccc2C1(C)C	11	0.3	1	-16	-5	20	5	-6	4
53	-4	CCCCN(C)C(=O)c1nc2ccccn2c1CN1CCN(c2cnccn2)CC1	-1	0.5	2	-2	-1	0	-1	-4	7
54	2	O=C(NC(=S)Nc1cccc2cnccc12)c1ccccc1	-13	-0.2	-5	4	-2	-1	7	7	-2
